Compound activity from PubChem.
PP5 inh – inhibitors of human protein phosphatase 5 (PP5); P53041; purified PP5c, OMFP substrate fluorescence; inhibition, % at 6.7 µM; hit rate 0.18% among 320,000;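 active means inhibition above the campaign's mean inhibition across all tested compounds plus 3 SD, cut at about 9.5% in these data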;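 further: 0% = DMSO only and 100% = 100 µM cantharidin control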
Target sequence (P53041 whole entry, looked up): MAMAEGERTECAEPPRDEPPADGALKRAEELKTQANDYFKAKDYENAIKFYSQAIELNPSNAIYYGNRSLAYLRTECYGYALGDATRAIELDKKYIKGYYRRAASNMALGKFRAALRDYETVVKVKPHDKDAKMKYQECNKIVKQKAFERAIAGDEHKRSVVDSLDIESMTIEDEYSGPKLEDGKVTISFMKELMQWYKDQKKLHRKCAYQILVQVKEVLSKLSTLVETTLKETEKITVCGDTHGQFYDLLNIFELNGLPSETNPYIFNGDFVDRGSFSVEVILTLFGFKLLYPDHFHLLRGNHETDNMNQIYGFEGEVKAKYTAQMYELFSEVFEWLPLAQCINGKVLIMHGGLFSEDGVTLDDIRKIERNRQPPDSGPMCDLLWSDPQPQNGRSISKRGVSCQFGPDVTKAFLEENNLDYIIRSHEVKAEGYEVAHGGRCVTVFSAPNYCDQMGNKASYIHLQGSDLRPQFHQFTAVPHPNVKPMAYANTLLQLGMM
EBNA-1 inh – blocks EBNA-1 binding to DNA | hit rate 0.34% among 300,000 | AID 1950 | inhibition, % at 14.8 µM | EBNA-1 DNA binding, fluorescence polarization; in the data active means inhibition above about 28%
Efflux pump mplx – inhibitors of Candida antifungal efflux pumps expressed in yeast | S. cerevisiae Candida pump triplex, Nile Red efflux | inhibition, % at 10 µM | hit rate 0.44% among 330,000 | AID 485275;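 active means plate passing quality check with inhibition over a set limit, or well fluorescence over plate mean plus 4 SD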;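 further: Nile Red retained in pooled yeast measured as flow cytometry median fluorescence; 0% = buffer negative control and 100% = Enniatin B positive control; higher means more Nile Red kept so more efflux inhibition; some compounds called inactive have numbers as strong as hits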
PREPL inh – inhibits the human prolyl oligopeptidase-like enzyme. inhibition, % at 5.96 µM. Q4J6C6. AID 2751. hit rate 0.68% among 320,000. recombinant PREPL, fluorescence polarization activity-based probe; in the data active means inhibition above about 43%;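 further: 0% = enzyme with DMSO and 100% = wells lacking enzyme; many of its hits are not listed in these tables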
ZTA counter – blocks Epstein-Barr virus ZTA, an EBNA-1 counter-screen. P03206. ZTA-DNA binding, fluorescence polarization. inhibition, % at 11 µM. hit rate 0.15% among 320,000. AID 2234; in the data active means inhibition above about 33%
Target sequence (P03206 whole entry, looked up): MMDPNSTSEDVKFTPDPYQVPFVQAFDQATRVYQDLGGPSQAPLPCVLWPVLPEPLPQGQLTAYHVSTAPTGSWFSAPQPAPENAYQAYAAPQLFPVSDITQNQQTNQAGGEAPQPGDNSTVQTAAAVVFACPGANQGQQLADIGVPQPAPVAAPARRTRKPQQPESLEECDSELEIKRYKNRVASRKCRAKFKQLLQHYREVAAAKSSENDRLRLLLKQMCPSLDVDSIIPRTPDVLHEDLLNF
TPT1 inh – C. albicans TPT1 enzyme inhibition; recombinant caTPT1, FP RNA substrate dephosphorylation; inhibition, % at 5 µM; hit rate 0.81% among 300,000; AID 1962;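 active means inhibition above the mean of all tested compounds plus 3 SD, set per screening campaign, cut at about 24% in these data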;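 further: plate controls were DMSO alone for no effect and ferristatin control at 100 nM for full effect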
HCV core dimer – HCV core protein dimerization inhibition. TR-FRET GST/Flag-core106 dimerization, 1536-well. inhibition, % at 5 µM. hit rate 0.33% among 300,000. AID 1899;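 active means inhibition above the mean of all tested compounds plus 3 SD, set per screening campaign, cut at about 45% in these data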
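System: GST/Flag-tagged HCV core106 proteins. Incubation: compound-protein-antibody incubation 4 h at 22.5 °C. Technique: HTRF with 340 nm excitation, 617/671 nm emission. Medium: KF-containing HEPES buffer, pH 7.45, DTT, CHAPS, BSA. Read-out: inhibition (%) from 671 over 617 nm ratio. Also added: Eu(K)-anti-GST 90 ng/mL plus XL665-anti-Flag 1 µg/mL.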
Fh CTSL1 inh – blocks F. hepatica cathepsin L1 in PFM18AAP counter-screen; recombinant F. hepatica cathepsin L1, Z-Leu-Arg-MCA fluorescence; inhibition, % at 5.96 µM; hit rate 0.49% among 300,000; AID 1906;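 active means inhibition above the mean of all tested compounds plus 3 SD, set per screening campaign, cut at about 17% in these data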;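 further: 0% = plate median of test compound wells and 100% = 1 µM Z-Phe-Ala-diazomethylketone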
PP1 counter – blocks human PP1-alpha phosphatase, a PP5 counter-screen; purified PP1alpha, OMFP fluorescence; P62136; hit rate 0.9% among 320,000; inhibition, % at 6.7 µM;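 active means inhibition above the mean inhibition of all tested compounds plus 3 SD, computed separately for each screening campaign, cut at about 15% in these data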
Target sequence (P62136 whole entry, looked up): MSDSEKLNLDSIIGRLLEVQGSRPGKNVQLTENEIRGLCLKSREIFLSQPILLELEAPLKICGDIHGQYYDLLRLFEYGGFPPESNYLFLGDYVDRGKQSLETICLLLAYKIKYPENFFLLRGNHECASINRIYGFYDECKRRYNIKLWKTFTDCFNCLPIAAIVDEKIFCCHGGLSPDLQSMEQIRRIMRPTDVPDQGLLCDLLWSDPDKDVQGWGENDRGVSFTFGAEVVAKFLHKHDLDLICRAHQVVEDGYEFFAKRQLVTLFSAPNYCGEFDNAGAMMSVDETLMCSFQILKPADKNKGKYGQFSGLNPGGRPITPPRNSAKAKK
Starred values were filed as active, the others as inactive; . = not tested or not shown.

SMILES	PP5 inh	EBNA-1 inh	Efflux pump mplx	PREPL inh	ZTA counter	TPT1 inh	HCV core dimer	Fh CTSL1 inh	PP1 counter
CC1(C(=O)OCC(=O)NC(=O)NCc2ccccc2)CC1(Cl)Cl (centres undefined)	-0.5	-4.8	0.0	-0.2	3.5	3.1	-0.4	-3.0	-2.5
CCN(CC(=O)Nc1ccccc1OC)C(=O)CC1CC2CCC1C2 (centres undefined)	2.2	.	-0.2	18.5	-8.4	.	.	.	0.1
COc1ccc(CNC(=S)NC(C)CCc2ccccc2)cc1 (centres undefined)	2.3	0.1	-0.1	-7.7	-0.9	-1.9	3.9	1.8	-3.4
COc1cccc(N2CCN(C(=S)Nc3ccccc3OC)CC2)c1	-0.1	-6.3	0.1	16.1	0.1	-0.2	-1.8	-2.7	-0.4
CCC(C)NC(=O)c1ccccc1NC(=O)c1ccc(CSc2ccccc2)cc1 (centres undefined)	0.7	4.5	-0.1	0.3	21.8	-4.5	2.5	-2.9	-3.2
O=C(Nc1cccnc1)c1cc(-c2ccc(Br)cc2)nc2ccccc12	2.3	-3.1	-0.3	-23.5	6.3	-1.1	8.4	2.6	2.7
O=C(O)Cc1ccc(NC(=O)c2cccc(NC(=O)c3ccco3)c2)cc1	0.9	-6.7	-0.3	-2.2	-5.5	-5.9	0.0	1.2	1.1
CC(C)c1ccc(S(=O)(=O)/N=C2/C=C(Sc3ncn[nH]3)C(=O)c3ccccc32)cc1	10.8*	-14.5	-0.1	18.3	27.3	0.5	-6.1	101.0*	3.9
Cc1ccn2c(=O)nc(SCc3cccc(C(F)(F)F)c3)nc2c1	0.5	-16.0	-0.1	0.8	-9.2	1.9	0.5	0.9	0.1
O=C(c1sccc1-c1ccccc1)N1CCN(S(=O)(=O)c2ccccc2F)CC1	2.0	2.3	0.0	32.7	14.1	-1.6	2.7	-4.2	1.0
Cc1cc(=O)oc2c3c(cc(OCC(=O)NC4CC4)c12)OC(C)(C)CC3	0.8	7.1	0.0	4.7	-1.1	-1.8	0.4	0.2	0.2
O=C(N/N=C/c1coc2ccccc2c1=O)c1ccccc1Br	-2.6	3.5	0.2	3.4	-2.2	-2.8	3.9	4.8	-3.5
CCn1c(=O)n(CCc2ccccc2)c(=O)c2c3c(sc21)CCCC3	2.5	4.1	-0.1	11.4	14.8	-1.6	4.0	10.7	-1.0
O=C(CNc1ccccc1)N/N=C/c1ccc2c(c1)OCO2	3.0	-3.6	0.1	3.4	-4.9	1.6	-1.1	1.1	-0.9
Cc1nnc(SCC(=O)Nc2ccccc2F)n1Cc1ccco1	-1.1	-2.2	0.1	-1.9	-3.3	-4.0	-2.0	1.6	-4.1
CSC1=NCCN1C(=O)C(C)(C)Oc1ccc(Cl)cc1	0.1	7.3	0.1	-3.9	-7.0	-1.3	-1.4	0.0	-4.5
Cc1ccc(/C=C/C(=O)OCC(=O)N2CC(=O)Nc3ccccc32)o1	0.8	8.3	0.1	2.8	9.8	-1.0	1.5	-2.8	-2.0
CCOc1ccccc1OCCCC(=O)N1CCN(S(=O)(=O)c2ccc(C)cc2)CC1	2.4	-6.7	0.3	21.7	8.6	1.4	14.2	-3.1	-1.5
O=S(=O)(c1ccccc1)N1CCN(C(=S)Nc2ccccc2Cl)CC1	3.9	7.7	-0.1	2.0	4.8	-1.7	12.4	1.4	1.6
COc1ccc(NC(=O)CN2C(=O)COc3ccc(S(=O)(=O)N4CCOCC4)cc32)cc1Cl	1.1	-9.6	0.0	-2.3	-3.1	1.5	7.0	-2.7	-0.6
CCCc1cc(-c2ccc(O)c(OCC)c2)c(C#N)c(N)n1	1.0	-8.5	-0.3	3.1	-10.2	-0.8	-0.1	4.3	3.3
O=S(=O)(/N=C(/Nc1cc(N2CCOCC2)ncn1)c1ccc(F)cc1)c1ccccc1	0.4	6.1	0.3	-23.5	4.7	4.7	2.0	0.1	-3.1
CC1CN(C(=O)CCn2c(=O)oc3ccccc32)CC(C)O1 (centres undefined)	0.6	-11.0	-0.2	0.9	-1.5	1.8	-0.2	-1.8	2.2
CCCCc1nnc(NC(=O)CSCc2cc(=O)n3ccsc3n2)s1	2.3	4.2	-0.2	-2.9	-15.4	-2.1	-4.7	-1.4	-0.8
CCn1cc(C(=O)NC(=S)Nc2ccccc2Br)cn1	1.5	0.4	-4.0	-0.9	-1.4	-3.6	-3.5	-2.3	-4.2

Next results:
SMILES	PP5 inh	EBNA-1 inh	Efflux pump mplx	PREPL inh	ZTA counter	TPT1 inh	HCV core dimer	Fh CTSL1 inh	PP1 counter
COc1ccc(OC)c(NC(=O)CNC(=O)Cn2cnc3ccccc3c2=O)c1	0.6	-3.8	0.2	17.2	-1.3	0.9	-2.0	-2.5	-9.1
COc1ccc(C)cc1S(=O)(=O)Nc1cccc(SC)c1	1.3	-3.8	-0.1	-18.3	-9.3	-0.5	-0.3	-1.9	-1.7
CC(=O)OCCN1C(=O)c2cccnc2C1=O	0.0	-5.8	-0.3	-8.6	-14.8	-6.0	-3.5	-0.9	1.6
CCOC(=O)C(=CN=C(N)Nc1nc2ccccc2o1)C(=O)OCC	-0.2	2.4	0.0	-4.2	10.1	-2.6	-1.2	1.1	-1.0
COCCn1cc(C(=O)NCc2cccs2)c2c3ccccc3n(C)c2c1=O	2.0	-8.1	0.1	3.6	-16.4	0.6	3.2	-1.1	2.1
CCN(C(=O)CSc1nccn1C)c1cccc2ccccc12	-0.1	.	0.1	0.6	4.3	.	.	.	-5.7
O=C(O)c1cc(=O)[nH]c2c(Cl)cccc12	0.6	4.0	-0.1	-7.4	-6.1	-0.7	-3.3	2.9	-1.6
O=S(=O)(c1ccccc1)N1CCN(C(=S)NCc2ccccc2)CC1	1.4	-2.4	0.1	5.6	11.1	1.3	0.3	0.1	-1.0
COc1ccccc1-c1noc(CCC(=O)Nc2cccc(C)c2)n1	1.3	9.1	0.0	-38.8	-1.7	-1.9	3.9	2.1	-2.6
Nc1ccc2nc(-c3ccccc3)c(-c3ccccc3)nc2c1	2.6	0.2	0.1	16.7	4.0	-19.1	40.6	-3.5	7.5
Cc1cc(N(C)Cc2ccccc2)nc(-c2ccccc2)n1	2.1	7.8	0.1	2.5	5.3	2.9	-5.6	-1.4	0.7
Cc1ccc2c(c1)cc(CN(Cc1ccc3c(c1)OCO3)C(=O)c1ccccc1)c1nnnn12	3.2	6.7	0.0	16.1	9.3	-6.4	0.0	2.4	3.7
CCN(CC(=O)NCc1ccc(Cl)cc1)C(=O)CN1C(=O)NC(CC)(c2ccccc2)C1=O (centres undefined)	-1.9	7.3	0.8	-0.8	4.5	3.7	-0.5	-1.9	1.2
Cc1ccc(C(=O)NCCc2nnc3ccc(NCCCN4CCOCC4)nn23)cc1	3.0	7.0	-0.1	10.9	-12.9	-0.9	-12.9	-0.6	-2.7
O=C(NNC(=O)c1ccncc1)c1ccncc1	0.6	5.9	-0.1	-0.2	1.7	1.8	-1.4	-1.0	-3.3
CC(C)NC(=O)c1cc(-c2ccco2)nn1-c1ccc(Cl)cc1	4.1	-4.6	0.1	12.5	10.2	5.8	25.4	2.8	6.0
Cc1ccc(C)c(OCCC(=O)OCC(=O)Nc2cccc(S(=O)(=O)N3CCCC3)c2)c1	2.6	3.1	0.0	10.7	-13.4	-4.6	-4.4	-8.0	-5.3
O=C(NC1=NCCS1)C12CC3CC(C1)CC(C(=O)NC1=NCCS1)(C3)C2	1.8	-1.9	0.0	2.4	5.8	-6.9	11.1	4.6	-1.4
Cc1cc(C)nc(NC(=O)Cc2ccc(Br)cc2)n1	-0.1	3.2	0.1	-2.4	17.2	-2.3	-3.3	-2.8	-2.5
CCCCNC(=O)C1(NC(=O)Nc2ccccc2)CCCCC1	1.1	-8.6	0.1	-1.8	14.4	0.7	1.4	-3.0	-5.2
O=C1CCCN2N=C(SCC(=O)N3N=C(c4ccc(Br)cc4)CC3c3ccc(F)cc3)SC2=N1 (centres undefined)	-1.1	-4.0	0.1	-13.7	4.2	-1.4	15.0	1.2	4.8
Cc1ccc(-c2noc(CSc3ccccc3)n2)cc1	-0.9	0.6	0.0	-8.8	2.4	-1.6	0.4	0.9	-0.4
CC(=O)Nc1c(-c2ccccc2Cl)c(=O)c2ccccc2n1C	-7.3	-11.5	0.0	5.4	-14.8	-6.8	-11.4	6.2	-4.2
CCc1nc(SCC(=O)N2c3ccccc3CC2C)c2c(C)c(C)sc2n1 (centres undefined)	0.6	-4.6	0.0	-11.8	12.1	1.4	16.1	0.1	5.2
O=C(c1ccc(N2C(=O)C3C4c5ccccc5C(c5ccccc54)C3C2=O)cc1)N1CCOCC1 (centres undefined)	-1.2	8.6	0.0	-19.8	6.9	1.6	9.9	0.3	-2.8

A run of entries taken from the entries so far:
SMILES	PP5 inh	EBNA-1 inh	Efflux pump mplx	PREPL inh	ZTA counter	TPT1 inh	HCV core dimer	Fh CTSL1 inh	PP1 counter
CC(=O)Nc1c(-c2ccccc2Cl)c(=O)c2ccccc2n1C	-7.3	-11.5	0.0	5.4	-14.8	-6.8	-11.4	6.2	-4.2
CCc1nc(SCC(=O)N2c3ccccc3CC2C)c2c(C)c(C)sc2n1 (centres undefined)	0.6	-4.6	0.0	-11.8	12.1	1.4	16.1	0.1	5.2
O=C(c1ccc(N2C(=O)C3C4c5ccccc5C(c5ccccc54)C3C2=O)cc1)N1CCOCC1 (centres undefined)	-1.2	8.6	0.0	-19.8	6.9	1.6	9.9	0.3	-2.8

The listing picks up; the 4 compounds before the break are reprinted first.
SMILES	PP5 inh	EBNA-1 inh	Efflux pump mplx	PREPL inh	ZTA counter	TPT1 inh	HCV core dimer	Fh CTSL1 inh	PP1 counter
Cc1ccc(-c2noc(CSc3ccccc3)n2)cc1	-0.9	0.6	0.0	-8.8	2.4	-1.6	0.4	0.9	-0.4
CC(=O)Nc1c(-c2ccccc2Cl)c(=O)c2ccccc2n1C	-7.3	-11.5	0.0	5.4	-14.8	-6.8	-11.4	6.2	-4.2
CCc1nc(SCC(=O)N2c3ccccc3CC2C)c2c(C)c(C)sc2n1 (centres undefined)	0.6	-4.6	0.0	-11.8	12.1	1.4	16.1	0.1	5.2
O=C(c1ccc(N2C(=O)C3C4c5ccccc5C(c5ccccc54)C3C2=O)cc1)N1CCOCC1 (centres undefined)	-1.2	8.6	0.0	-19.8	6.9	1.6	9.9	0.3	-2.8
CCOCC(=O)Nc1nc(-c2ccccc2)c(CC)s1	-1.1	-1.5	-0.1	-1.1	-5.8	-0.8	6.4	3.4	1.9
O=c1cc(Cl)[nH]n(-c2ccccc2)c1=O	1.1	3.4	-0.1	1.9	9.5	-1.8	6.0	0.7	-1.0
CC(=O)CSc1ncnc2sc3c(c12)CCCC3	3.0	-11.1	0.0	9.8	7.5	1.7	1.6	1.6	-0.7
Cc1ccnc(NC(=O)C(C)N2C(=O)c3ccccc3C2=O)c1 (centres undefined)	-0.3	-3.1	0.1	-1.1	11.8	-0.2	2.5	-3.9	-2.5
CC(C)CCNC(=O)CCNS(=O)(=O)c1ccc(Cl)cc1	-0.7	-1.6	-0.1	-1.9	5.5	-1.9	-2.0	-2.4	1.3
Cc1ccccc1NC(=O)N1c2ccccc2CC1C (centres undefined)	5.5	-12.6	0.6	-1.9	-6.7	-1.1	-10.2	-6.0	-9.9
C[C@@H](C(=O)O)[C@H]1C[C@]1(C)[C@H](NC(=O)OCc1ccccc1)c1ccccc1	-1.6	1.2	0.0	-17.1	1.8	4.0	5.2	0.4	-3.2
O=C(C1CCCC1)N1CCCC(Nc2ccc(F)cc2)C1 (centres undefined)	1.6	1.4	0.0	14.4	-7.6	3.5	1.6	-3.9	0.4
COCCC(=O)Nc1ccc2c(c1)CN(C(=O)CCSC)CC2	-10.9	-4.3	0.0	24.9	-11.7	-9.4	-0.6	10.2	-6.5

An excerpt. The share of hits here may be higher or lower than overall.
